# ARNT-TACC3 inh = disrupts binding between human ARNT and TACC3; inhibition, % at 9.99 µM; hit rate 0.66% among 390,000; AlphaScreen His-ARNT PAS-B/GST-TACC3 binding, luminescence; TACC3 fragment carries E629A point mutation; Q9Y6A5;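 active means mean inhibition of replicates at least 50% and at least half of replicates each reaching 50%; inconclusive means half or more replicates reach 50% but mean below 50%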;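 further: 0% = complete ARNT plus TACC3 wells and 100% = ARNT alone without TACC3; many hits fall short of the cut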
# GSIS activator = primary screen for activators of insulin secretion dependent on glucose, INS-1E cells, GLuc reporter luminescence. INS-1E GLuc reporter insulin secretion, 2-3 h. activation, % at 16.6 µM. hit rate 0.61% among 370,000;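 active means lowest replicate activation of at least 40%, so every replicate reaches that level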;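 further: 0% = median of neutral control wells and 100% = median of IBMX positive control wells; some compounds called inactive have numbers as strong as hits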
# Cneo AK release = causes C. neoformans cell lysis | hit rate 0.2% among 360,000 | AID 651654 | lysis activity, % at 15 µM | adenylate kinase release luminescence, 4 h; normalised: neutral wells 0, clomiphene wells 100;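 active means mean lysis activity across replicates of at least 80%, whatever share of replicates individually reach that level; inactive means mean lysis activity below 80%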
#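 Assay system: C. neoformans cells. Amount: yeast cell density of 5 × 10^6 cells/mL. Technique: AK luminescence. Buffer or medium: YPD. Times: static 4 h at 37 °C with compound, 1 h detection. Dosing: single-point compound dose. Read-out: lysis from increased AK signal.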
# Statin myotox sup = suppression of simvastatin myotoxicity. C2C12 myotubes + simvastatin, ATP luminescence, 48 h; scaled: DMSO 0, geranylgeraniol control 100. rescue of ATP level, % at 7.49 µM. hit rate 0.78% among 330,000;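 active means mean ATP rescue above about 67%, or every replicate alone reaching that limit, limit read from the data, passing the limit was not always enough; inconclusive means no clear call, values can overlap the other calls; inactive means mean under the limit and some replicate under it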;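 further: myotubes were challenged with 10 µM simvastatin during compound exposure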
# PGC1a acetyl inh = PGC1a acetylation modulation, inhibitor mode; inhibition, % at 15.6 µM; hit rate 0.17% among 350,000; U2OS PGC1a acetylation, AlphaScreen anti-acetyl-lysine; with virally co-expressed GCN5 acetyltransferase;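 active means every replicate shows inhibition of at least 40%; inconclusive means mean inhibition at least 40% but some replicate below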;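 further: 0% = neutral control wells and 100% = positive control wells; some results beyond the cut were filed as inactive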
# PAX8 reporter = inhibitors of PAX8 transcriptional activity in RMG-I cells; RMG-I TPO-luciferase reporter, SteadyGlo, 24 h; inhibition, % at 12.6 µM; hit rate 1.2% among 360,000;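 active means mean replicate inhibition at least 60% with every replicate also reaching 60%; inconclusive means only one of the two criteria is met; inactive means mean below 60% and not all replicates reaching 60%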;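 further: luciferase light reporting Pax8 driven TPO promoter activity; plate controls were median of neutral control wells for no effect and mitoxantrone controls for full effect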
# LGR2 antag = Drosophila LGR2 receptor signaling inhibition; HEK293 LGR2, CRE-luciferase, bursicon-stimulated, 4 h; inhibition, % at 9.99 µM; hit rate 0.35% among 380,000; AID 720647;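 active means drop in luminescence signal, shown as inhibition above about 50% in the replicate tests, limit read from the data, passing the limit was not always enough; inconclusive means probably only some replicates passing the limit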;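 further: agonist challenge used bursicon conditioned medium at about half maximal strength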
# PglD inh = inhibitors of Campylobacter jejuni PglD acetyltransferase | purified PglD enzyme, DTNB colorimetric CoA detection | hit rate 0.098% among 360,000 | inhibition, % at 12.5 µM; in the data active means inhibition above about 16%, passing the limit was not always enough; inconclusive means no clear call, values can overlap the other calls; further: strong numbers were not always called active
# Active calls of the source: *; ? = inconclusive; . = no result given.
SMILES,ARNT-TACC3 inh,GSIS activator,Cneo AK release,Statin myotox sup,PGC1a acetyl inh,PAX8 reporter,LGR2 antag,PglD inh
COCc1nnc(NC(=O)C2CC(=O)N(CCc3ccc(F)cc3)C2)s1 (stereo not drawn),19,13,4,26,.,2,-3,4
O=C(NC1CCC1)[C@@H]1[C@@H](CO)[C@@H]2Cn3c(cccc3=O)[C@@H]2N1CC1CCOCC1,-4,11,-1,-16,.,.,-14,-2
Cc1cccc(CN2C(=O)c3ccccc3Sc3ccc(C(=O)NCCCN4CCOCC4)cc32)c1,4,-4,0,10,-8,-5,3,2
Cc1noc(C)c1S(=O)(=O)Nc1ccc2c(c1)C(=O)N([C@@H](C)CO)C[C@@H](C)[C@H](CN(C)C(=O)CCCN(C)C)OCCCC[C@H](C)O2,-3,32,-4,.,10,4,-9,3
Cn1c(NC(=S)Nc2ccccc2)nc2ccccc21,-8,-8,.,.,.,-77,27,.
Cc1ccc(S(=O)(=O)N[C@H]2CC[C@@H](CCn3cc(-c4ccccc4F)nn3)O[C@@H]2CO)cc1,-4,3,-2,3,3,36,14,-3
CCc1ccc(Oc2coc3cc(O)ccc3c2=O)cc1,-1,5,0,1,-5,-43,-40,-5
Cc1ccccc1OCC(=O)Nc1ccc2c(c1)ncn2C,3,-6,-8,-8,.,-29,-33,-5
O=C(NCCc1csc(-c2cccnc2)n1)c1ccc(Cl)cc1,3,.,-2,-34,6,-11,-33,1
Cc1cc(C)n(-c2nc3ccccc3nc2N2CCCCCC2)n1,-8,.,3,-17,-37,27,.,1
C[C@@H]1CCCCO[C@H](CN(C)S(=O)(=O)c2ccccc2)[C@@H](C)CN([C@@H](C)CO)C(=O)c2cc(NC(=O)NC3CCCCC3)ccc2O1,7,-17,1,.,11,-3,14,-3
O=S1(=O)c2ccc(Br)cc2N2CCC[C@@H]2CN1C1CC1,-2,0,0,-14,.,23,4,-4
CC(NC(=O)c1ccco1)C12CC3CC(CC(C3)C1)C2 (stereo not drawn),.,-9,1,-9,-2,-22,6,0
CC(C)C[C@H](NC(=O)CCCn1nnc2ccccc2c1=O)C(=O)O,0,6,0,9,4,3,0,1
CSCCC(NC(=O)c1ccccc1)C(=O)N1CC(C)OC(C)C1 (stereo not drawn),-1,18,-1,11,1,1,11,-5
Nc1nc(O)c(Sc2ccccc2[N+](=O)[O-])c(=O)[nH]1,-1,5,-1,-5,.,-9,9,1
C[C@@H]1CN([C@H](C)CO)C(=O)Cc2cc(NC(=O)Cc3ccccc3)ccc2O[C@H]1CN(C)C(=O)Nc1ccccc1,0,-1,0,23,5,-12,8,16
COc1ccc(S(=O)(=O)N(C)Cc2cccs2)cc1Br,-3,-5,1,-6,-36,17,.,.
CNC(=O)c1cn(-c2ccc(Cl)cc2)c(=O)c2ccccc12,1,8,.,.,5,-10,8,.
O=c1cc(-c2c(F)c(F)c(F)c(F)c2F)oc2ccccc12,-15,44,-1,18,-5,.,67*,-6
CCCN1C[C@@H](C)[C@@H](OC)CN(C)C(=O)c2cc(NC(=O)c3cnccn3)ccc2OC[C@@H]1C,-4,12,-3,-3,-3,.,0,-1
COc1cc2c(cc1O)CC[n+]1cc3c(OC)c(OC)ccc3cc1-2,6,-11,1,10,.,-27,-8,-1
COc1ccc(CCNC(=O)C/C(C)=N/NC(=O)c2ccc(N)cc2)cc1OC,32,.,1,-8,0,.,.,2
Cc1ccc2c(c1)NC(=O)C(CC(=O)N(C)Cc1ccccc1)O2 (stereo not drawn),1,-5,-2,-6,.,-16,-9,-2
Cc1noc(C)c1S(=O)(=O)N(C)C[C@@H]1OCCCC[C@H](C)Oc2ccc(NC(=O)C3CCCCC3)cc2C(=O)N([C@H](C)CO)C[C@@H]1C,8,-16,0,-11,9,17,-2,-4
SMILES,ARNT-TACC3 inh,GSIS activator,Cneo AK release,Statin myotox sup,PGC1a acetyl inh,PAX8 reporter,LGR2 antag,PglD inh
Nc1nnc(SCC(=O)NCC(=O)Nc2ccc(F)c(F)c2F)s1,-3,5,0,-11,3,-9,-6,-4
CCC(=O)Nc1ccc2c(c1)C(=O)N(C)C[C@H](OC)[C@H](C)CN(C(=O)CC1CC1)[C@@H](C)CO2,-5,3,-2,-6,-8,.,3,5
COCC(=O)OC/C(O)=C(\C#N)c1nc2ccccc2[nH]1,3,10,-1,-37,-8,-2,-2,1
CCc1ccc(N2CCN(C(=O)N3CCOCC3)CC2)cc1,-3,4,.,.,.,-7,-1,.
O=C(NC1CCCC1)N1CCCCN2[C@@H](CO)[C@@H](c3ccc(-c4ccncc4)cc3)[C@@H]2C1,-8,-2,-2,.,-2,-9,6,-1
CCOC(=O)C(C)N(c1ccccc1Cl)S(C)(=O)=O (stereo not drawn),-3,50,0,4,0,-13,-5,-3
Cc1ccc(C)c(N2CCN(c3nc4ccccc4c(=O)n3Cc3ccccc3)CC2)c1,-10,0,-1,6,-4,1,-2,-4
O/C(=C\Sc1nnc(Cc2ccccc2)o1)c1ccc(Br)cc1,-7,.,0,4,0,.,.,1
COc1ccc(-c2ccc(Nc3ccc(C(=O)N4CCOCC4)cc3)nn2)cc1OC,5,.,-2,-54,-6,.,.,1
CCCCCC(=O)N(CN1C(=O)CCC1=O)c1ccccc1,-23,17,1,-7,3,.,.,0
COc1ccccc1CNC(=O)C[C@H]1C[C@H]2c3cc(NC(=O)c4cccnc4)ccc3O[C@H]2[C@H](CO)O1,-1,21,46,3,-4,-8,0,1
Cc1noc(C)c1S(=O)(=O)Nc1ccc2c(c1)C(=O)N([C@@H](C)CO)C[C@@H](C)[C@H](CN(C)C(=O)Nc1ccc3c(c1)OCO3)OCCCC[C@@H](C)O2,9,5,0,.,-5,.,18,0
CC1Cc2ccccc2N1C(=S)Nc1cccc(S(=O)(=O)N(C)C)c1 (stereo not drawn),4,-8,2,-5,.,-11,-8,-3
CCCCc1cc(=O)oc2c(C)c(OCC(=O)NCc3ccccn3)ccc12,-4,13,2,-13,-12,-3,-5,0
CCCN1CCC(=NNc2ccc(S(=O)(=O)N3CCOCC3)cc2[N+](=O)[O-])CC1,.,6,4,.,.,12,-10,-1
CC(=O)Nc1ccc(S(=O)(=O)NC2(c3ccccc3)C(=O)N(C)C(=O)N(C)C2=O)cc1,0,-3,.,.,.,-3,-7,.
O=C1CSc2ccc(S(=O)(=O)NCc3ccc(Cl)cc3)cc2N1,-7,17,.,.,.,3,18,.
COc1cccc(C(=O)C2CCCN(Cc3cn[nH]c3C3CCCCC3)C2)c1 (stereo not drawn),8,-7,.,.,-5,16,-12,.
CN(CCOc1ccc(-c2ccn(S(=O)(=O)c3c(Cl)cccc3Cl)n2)cc1)c1ccccn1,0,-21,.,.,-11,-8,.,.
O=C(CSc1nc2ccsc2c(=O)n1Cc1ccc(C(=O)O)cc1)NCc1ccco1,-4,0,-1,-1,6,1,-3,5
O=c1c2ccc(Cl)cc2[nH]c(=S)n1Cc1cccnc1,0,.,1,0,.,-14,.,3
COc1ccc(NC(=O)c2coc3ccccc23)cc1OC,3,-7,-2,-8,2,.,-48,4
OC(COc1ccc2c(c1)CCC2)CN1CCN(c2ccccc2F)CC1 (stereo not drawn),0,-18,-2,8,-3,.,4,2
CCC(=O)N1[C@@H]2c3ccc(-c4ccc(F)cc4)c(=O)n3C[C@H]1[C@H](CO)[C@H]2C(=O)N(C)C,-3,2,-1,-21,.,7,0,-1
O=C(C[C@H]1C[C@H]2c3cc(NC(=O)C4CCOCC4)ccc3O[C@H]2[C@H](CO)O1)NC1CCCC1,-5,8,3,-3,1,2,-3,-3
SMILES,ARNT-TACC3 inh,GSIS activator,Cneo AK release,Statin myotox sup,PGC1a acetyl inh,PAX8 reporter,LGR2 antag,PglD inh
COc1ccccc1/C=C1\SC(=S)N(CCC(=O)Nc2cccc(O)c2)C1=O,-6,3,-1,-12,.,16,-8,-3
CC(C)CNC(=O)C1CC(=O)OC12CCCCC2 (stereo not drawn),23,.,0,-11,-6,.,.,0
Cc1ccc(OCC(=O)N/N=C/c2cccc3cccnc23)cc1,64*,-7,2,2,.,10,9,-3
O=C(Nc1ccc(F)cc1)N1[C@H](CO)[C@H]2c3ccccc3NC[C@H]21,-1,6,-2,8,5,8,-5,-1
O=C(C[C@H]1C=C[C@@H](NC(=O)NC2CCCCC2)[C@H](CO)O1)NCc1ccc(F)cc1,-3,8,43,-1,11,6,5,1
COc1cccc(NC(=O)CN(C)C(=O)CNC(=O)c2ccccc2F)c1,-2,1,1,5,?,-3,-5,2
CCN(CC)c1ccc(NC(=O)COC(=O)CCC(=O)c2cccs2)cc1,8,-2,1,0,.,11,-3,-2
COc1ccc2nc(SCC(=O)c3ccco3)[nH]c2c1,-1,-8,-9,-5,4,.,-37,-1
CCN(CC)CCNc1nc2c(c(=O)[nH]c(=O)n2C)n1CCCc1ccccc1,1,1,-2,4,.,-16,3,1
CCOC(=O)c1cc(CC)sc1/N=C/C1=C(O)CCCC1=O,2,7,-1,-11,7,-24,-5,3
CO[C@@H]1CC[C@@H]2CCN(C)C(=O)[C@@H](C)N(C)C(=O)c3cccc(C#N)c3OC[C@@H]1O2,.,-1,.,-1,.,8,13,.
CC1(C)Cc2cccc(OCC(=O)NC3CC3)c2O1,-1,.,2,7,-1,16,.,-5
CCN(CC)C(=S)Nc1ccc(Cl)c(Cl)c1,0,12,-1,6,-15,-7,4,6
Cn1c(=O)c(=O)n(C)c2cc(S(=O)(=O)N3CCN(Cc4ccccc4)CC3)ccc21,-1,.,-2,.,.,14,.,-4
O=C(Cc1ccccc1)NC(=S)Nc1ccc(N2CCCCC2)cc1,43,-5,.,.,.,-13,-6,.
CO[C@H]1CN(C)C(=O)c2cc(NC(=O)c3ccccc3F)ccc2OC[C@H](C)N(CC2CCOCC2)C[C@@H]1C,18,-15,15,0,-2,.,-10,-2
CCCn1c(SCC(=O)Nc2cc(S(=O)(=O)N(C)C)ccc2OC)n[nH]c1=O,-4,24,.,4,.,3,7,.
O=C(c1ccc(-c2cc3ccccc3oc2=O)cc1)N1CCN(c2ccc(Cl)cc2[N+](=O)[O-])CC1,-23,-28,.,.,.,12,-1,.
CC=Cc1ccc2n(c1=O)C[C@@H]1[C@@H](CO)[C@H](C(=O)NCc3ccc(F)cc3)[C@H]2N1S(C)(=O)=O (mixture of isomers),5,12,8,-12,.,.,1,0
CO[C@H]1CC[C@@H]2CCOc3c(C#N)cccc3C(=O)N(C)C[C@@H](c3ccccc3)CC(=O)N(C)C[C@H]1O2,-8,3,14,-1,-2,1,-3,0
O=C(CSc1nc2ccccc2n1S(=O)(=O)c1cccc([N+](=O)[O-])c1)NCc1cccs1,-22,1,-1,.,-7,-27,-7,3
CCOC(=O)c1c(C)n(CC(COC(C)=O)OC(C)=O)c2ccc(OC(C)=O)cc12 (stereo not drawn),-1,.,6,2,.,-16,.,0
O=C(C[C@@H]1CC[C@@H]2NC[C@H](O)COC[C@H]2O1)NCc1ccc2c(c1)OCO2,-2,1,0,-17,-2,21,15,-2
C[C@H]1CN([C@@H](C)CO)C(=O)Cc2cc(NS(C)(=O)=O)ccc2O[C@@H]1CN(C)S(=O)(=O)c1cccs1,-10,6,-4,-19,2,7,4,1
C[C@H](CO)N1C[C@H](C)[C@H](CN(C)C(=O)NC2CCCC2)Oc2cc(-c3cccnc3)ccc2S1(=O)=O,3,6,4,1,-30,-26,1,-1
CCC(C)OC(=O)C(C)Oc1ccc(-c2ccccc2)cc1 (stereo not drawn),-3,.,0,3,2,.,.,7
